OX1R antag-1 = blocks the human orexin 1 receptor | inhibition, % at 5 µM | AID 434989 | CHO/OX1R cells, Fluo-8 calcium fluorescence, orexin A | hit rate 0.43% among 330,000;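 active = inhibition above its plate's threshold, mean inhibition of all tested compounds on the plate plus 3 SD, cut at about 37% in these data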;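 note: 0% = orexin A challenge wells and 100% = SB-334867-A antagonist wells; not every result past the cut was called active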
Target sequence (O43613 whole entry, looked up): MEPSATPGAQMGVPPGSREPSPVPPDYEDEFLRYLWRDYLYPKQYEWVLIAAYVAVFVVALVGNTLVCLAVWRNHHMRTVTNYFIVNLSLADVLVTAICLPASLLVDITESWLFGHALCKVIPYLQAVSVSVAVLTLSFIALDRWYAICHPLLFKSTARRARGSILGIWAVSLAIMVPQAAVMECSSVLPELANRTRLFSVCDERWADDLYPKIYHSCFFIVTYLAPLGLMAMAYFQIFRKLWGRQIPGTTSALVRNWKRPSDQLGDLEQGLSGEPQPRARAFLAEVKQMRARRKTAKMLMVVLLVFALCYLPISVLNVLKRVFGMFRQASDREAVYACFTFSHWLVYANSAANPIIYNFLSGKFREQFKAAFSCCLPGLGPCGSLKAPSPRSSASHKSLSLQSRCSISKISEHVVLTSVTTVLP
OX1R antag-2 = antagonists of human orexin 1 receptor (OX1R). OX1R-expressing cells, FRET antagonist read-out. inhibition, % at 6.6 µM. hit rate 1.8% among 330,000. AID 485270; in the data active = inhibition mostly above about 38%, no sharp cut-off; inactive = mostly below about 40%;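 note: 0% = agonist challenge alone and 100% = reference antagonist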
An asterisk follows results filed as active.

OX1R antag-1	OX1R antag-2	SMILES
-25	19	COc1cc(NC(=O)c2cccc(COCC(F)(F)C(F)F)c2)cc(OC)c1OC
-25	12	CCOc1ccc(=O)n(-c2ccccc2)n1
-26	19	O=C(N/N=C/c1cc2ccccc2nc1Cl)[C@H]1C[C@@H]1c1ccccc1
-14	10	CN(CC(=O)N1CCCCC1)S(=O)(=O)c1cccc2cccnc12
1	16	O=[N+]([O-])c1ccc(C23CC4CC(CC(O)(C4)C2)C3)cc1
-18	5	Cc1onc(-c2c(Cl)cccc2Cl)c1C(=O)N=C(N)N1CCOCC1
-8	-7	NC(=O)COc1ccc(/C=N\NC(=O)CC(=O)NCCc2ccccc2)cc1
-18	25	Cc1ccccc1C(=O)NC(NCc1ccco1)C(Cl)(Cl)Cl (stereo unspecified)
6	10	O=C1CSC(=S)N1N=C1CCCCCC1
-2	8	COc1cccc(CNc2nc3nc(C)c(Cl)c(=O)n3[nH]2)c1
-2	11	CC(Cc1ccccc1)NC(=S)CN1CCCC1=S (stereo unspecified)
-4	25	CN(C)S(=O)(=O)c1ccc(NC(=O)COc2ncnc3sccc23)cc1
-4	1	Cc1cc2c(cc1S(=O)(=O)N1CCN(c3ccccc3F)CC1)OCC(=O)N2
-7	-3	COc1ccc(C(=O)NCCc2c[nH]c3ccc(OC)cc23)cc1
-38	3	COC(=O)c1ccc(Nc2nc3ccc(C)cc3n3cnnc23)cc1
-3	15	CCCCOc1ccccc1Cn1c(=O)oc2ccc(C)cc21
-7	-5	COc1ccc(C(=O)OC2CCN(C)CC2)cc1
-17	21	Cc1cc(S(=O)(=O)NCCc2ccccc2)c(C)s1
-3	3	CN1CCN(S(=O)(=O)c2ccc(NC(=S)NC(=O)C3CCC3)cc2)CC1
-27	5	COc1ccc(-c2nn(C)c(=O)c3ccccc23)cc1NC(=O)Cn1nc(C)c2ccccc2c1=O
-24	9	O=C(C1CC(=O)N(c2ccc(Cl)cc2)C1)N1CCN(Cc2ccc3c(c2)OCO3)CC1 (stereo unspecified)
0	5	CCOc1cc(C(F)(F)F)cnc1/C(N)=N/O
-41	26	COc1ccc2c(c1)N(C(=O)CN1C(=O)C3CCCCC3C1=O)C(C)(C)C=C2C (stereo unspecified)
-20	1	COC(=O)Cc1nnc(Nc2cccc(C)c2)c2ccccc12
-34	33	CCc1cccc(NC(=O)c2ccc(Br)o2)c1

OX1R antag-1	OX1R antag-2	SMILES
-15	-3	Cc1ccccc1SCC(=O)OCC(=O)Nc1ccc(N(C)C)cc1
-3	17	Cn1cccc1CC(=O)N/N=C/C(Cl)=C/c1ccccc1
-37	13	CCOc1ccccc1NC(=O)N1CCCC(c2nc(-c3ccc(C)o3)no2)C1 (stereo unspecified)
-1	12	NS(=O)(=O)c1ccc(Nc2nc(-c3ccc(O)cc3O)cs2)cc1
5	-1	CCOC(=O)Nc1ccc(S(=O)(=O)N2CCOCC2)cc1
-16	6	OC1CCCCC1
40*	24	CC(=O)Nc1ccc(/C(C)=N/Nc2nc(Nc3cccc4ccccc34)nc(N3CCOCC3)n2)cc1
-25	2	COCCCNC(=O)C[C@H]1C[C@H](C(=O)N2CCOCC2)[C@@]2(C)c3[nH]c4ccc(Cl)cc4c3CCN2C1=O
-28	9	O=C(OCc1c(-c2ccccc2)ncc2ccccc12)c1ccccc1C(F)(F)F
-12	26	CCOC(=O)c1ccc(Nc2ncccc2[N+](=O)[O-])cc1
-48	9	CC(NC(=O)CCCCCN1C(=O)c2ccccc2C1=O)c1ccc2c(c1)CCCC2 (stereo unspecified)
3	14	CN(C)c1ncnc(N(C)C)c1[N+](=O)[O-]
-20	6	O=C(Cc1c[nH]c2ccccc12)NCc1cccs1
-13	13	O=C1c2ccccc2C(=O)N1CCSc1n[nH]c(=S)s1
-41	31	O=C(OC(c1ccccc1)c1nccc2ccccc12)c1cccc([N+](=O)[O-])c1 (stereo unspecified)
-36	16	Cc1ccc(S(=O)(=O)NCC(=O)N(CC(=O)NCC2CCCO2)c2cccc(F)c2)cc1 (stereo unspecified)
0	3	CCc1nnc(NC(=O)CSc2nnc(CSc3nc(C)cc(C)n3)n2C)s1
37	21	C/C(=N\NC(=O)c1nnn(-c2nonc2N)c1CSc1ccc(Cl)cc1)c1cccnc1
-26	13	COc1ccccc1NC(=O)COc1ccc(C(=O)OCC(=O)N(C(C)C)C(C)C)cc1OC
-6	18	CCOc1ccc(S(=O)(=O)NCc2cccnc2)c2ccccc12
-27	11	Cc1noc(C)c1C(=O)OCC(=O)NC(c1ccccc1)c1ccccc1
-22	6	CCc1ccc(OC(=O)c2cccnc2)cc1
-4	26	COc1ccc(N(CC(=O)NCc2ccc(Cl)cc2)S(=O)(=O)c2ccccc2[N+](=O)[O-])c(OC)c1
-26	20	COc1cccc2c1Oc1ncccc1N(C(=O)CCC(=O)NCc1ccccc1F)C2
-16	22	CSc1ccccc1C(=O)N1CCC(CCC(=O)NCc2ccc(F)cc2)CC1

OX1R antag-1	OX1R antag-2	SMILES
2	0	Cc1nnc(NC(=O)CSc2nnc(NC(=O)C(C)(C)C)s2)s1
-21	22	O=C(Nc1cc(Cl)ccc1N1CCOCC1)c1cc2ccccc2o1
-15	-3	CC1=C(C(=O)OCc2cc(C)on2)N2C(=O)[C@@H](NC(=O)OCc3cc(C)on3)[C@H]2SC1
-19	9	COc1cc(S(=O)(=O)N2CCCCC2)ccc1NC(=O)Cc1ccccc1
2	18	CC(=O)Nc1cccc(NC(=O)CSc2nc3c(=O)n(C)c(=O)n(C)c3n2C)c1
-16	8	Cc1cccc(Nc2nnc(SCC(=O)Nc3ccccc3[N+](=O)[O-])s2)c1
-23	9	O=C(c1cccc(S(=O)(=O)N2CCCCC2)c1)N1CCN(S(=O)(=O)c2ccc(F)cc2)CC1
-24	13	CCOC(=O)Cc1csc(NC(=O)COc2cccc(C)c2)n1
-14	0	CC(C)c1ccc(NS(=O)(=O)c2ccc3c(c2)oc(=O)n3C)cc1
1	22	Cc1ccc(OCC(=O)N2CC(C)CC(C)C2)c([N+](=O)[O-])n1 (stereo unspecified)
-30	7	OCC1(Cc2ccccc2)CCCN(Cc2cnn(-c3ccccc3)c2)C1 (stereo unspecified)
-23	28	COc1ccc(C(=O)CSc2cc(C)[nH]c(=O)n2)cc1
-8	6	COc1ccc(CN(C)C(=O)CNC(=O)c2cccs2)c(OC)c1
-3	6	O=C(CNc1cccc(C(F)(F)F)c1)N/N=C/c1ccccc1C(=O)O
-34	21	CN(C)c1ccc(S(=O)(=O)N2CCCCC2)cc1NC(=O)C1=COCCO1
-18	22	CC1CCCCN1CC(=O)NC(=O)NCc1ccccc1 (stereo unspecified)
16	10	COc1ccccc1-c1nnc2n1N=C(c1ccc(O)c(O)c1)CS2
-6	29	O=[N+]([O-])c1cccc(/C=N/Nc2nccnc2Cl)c1
0	5	CCc1ccc(-c2nn(-c3ccccc3)cc2CSC(=N)N)cc1
-10	21	CCC(=O)Nc1cc(=O)[nH]c2ncnn12
-14	24	Cc1ccc(/C=N/NC(=O)c2c[nH]c3ccccc23)s1
-16	9	CC(=O)N1CCCc2cc(S(=O)(=O)N3CCCC(C(=O)NCc4ccc(C)cc4)C3)ccc21 (stereo unspecified)
1	4	COC(=O)c1cc(C(=O)Nc2ccc(S(=O)(=O)NC(C)(C)C)cc2)cc([N+](=O)[O-])c1
8	-2	CCC1=NN2C(=N)/C(=C/c3ccc(OS(=O)(=O)c4ccccc4)cc3)C(=O)N=C2S1
2	30	Cc1ccc2c(CSc3nnc4ccccn34)cc(=O)oc2c1C

Compounds above that contain a CF3 group (three):
OX1R antag-1	OX1R antag-2	SMILES
0	5	CCOc1cc(C(F)(F)F)cnc1/C(N)=N/O
-28	9	O=C(OCc1c(-c2ccccc2)ncc2ccccc12)c1ccccc1C(F)(F)F
-3	6	O=C(CNc1cccc(C(F)(F)F)c1)N/N=C/c1ccccc1C(=O)O

Returning to the listing with the 3 entries that preceded the break.
OX1R antag-1	OX1R antag-2	SMILES
1	4	COC(=O)c1cc(C(=O)Nc2ccc(S(=O)(=O)NC(C)(C)C)cc2)cc([N+](=O)[O-])c1
8	-2	CCC1=NN2C(=N)/C(=C/c3ccc(OS(=O)(=O)c4ccccc4)cc3)C(=O)N=C2S1
2	30	Cc1ccc2c(CSc3nnc4ccccn34)cc(=O)oc2c1C
-28	8	Cc1cccc(COc2ccc(/C=C3/C(=O)N(C)C(=S)N3C)cc2)c1
-17	32	CC(=O)c1ccc(C(=O)N2CCc3c([nH]c4ccccc34)C2c2cccc(C)n2)s1 (stereo unspecified)
-6	11	O=C(Cn1[nH]c(=O)c2ccccc2c1=O)NCCN1C(=O)S/C(=C\c2ccccc2)C1=O
-7	34	CCc1ccc(NC(=O)CN(N=Nc2nonc2C)c2nonc2C)cc1
-32	26	C=CCn1c(SCC(=O)N2CC(=O)Nc3ccccc32)nc2scc(-c3ccccc3)c2c1=O
-24	12	CCn1c(SCC(=O)NC(C)(C)C)nnc1-c1ccccn1
-17	-1	COC(=O)c1[nH]c2ccc(Cl)cc2c1NC(=O)CN1CCc2cc(OC)c(OC)cc2C1
-19	14	CCCCn1c(=O)c(CCC(=O)OCC(=O)NC(C)c2ccccc2)nc2ccccc21 (stereo unspecified)
-21	9	NC(=O)COC(=O)c1cc(S(=O)(=O)N2CCN(c3ccccc3)CC2)ccc1Cl
-5	18	COc1ccc(OC(C)C(=O)NC2CC(C)(C)NC(C)(C)C2)cc1 (stereo unspecified)
-10	11	COc1ccc2c(c1)c(=O)oc1c(C)c(OCc3ccc(C(=O)O)cc3)ccc12
8	1	Nc1nc(=S)c2ncn(C3OC(CO)C(O)C3O)c2[nH]1 (stereo unspecified)
-27	5	COC(=O)c1ccc(CSc2nnc(NCc3ccccc3)s2)o1
-15	10	COc1ccc(S(=O)(=O)Nc2cc(C)on2)cc1
-23	9	CC(=O)c1cccc(NC(=O)NNC(=O)c2ccc(Cl)cc2Cl)c1
-5	7	O=C(Nc1nnc(-c2cc(Cl)ccc2Cl)o1)c1ccco1
-27	9	Cc1ccc(SCC(=O)N2CCN(S(=O)(=O)c3cccs3)CC2)cc1
-1	11	CCOc1cc(/C=C2\N=C(C)OC2=O)cc(Br)c1OCC(=O)OC
-6	29	COc1cc(NC(=S)Nc2ccccn2)c(OC)cc1Cl
-10	3	CCN(CC(=O)NCc1cccs1)C(=O)c1ccc(NS(=O)(=O)c2ccc(F)cc2)cc1
5	10	Cc1ccccc1/C=N\NC(=O)c1csnn1
-32	17	COc1ccc(CC(=O)NCc2csc(-c3cccs3)n2)cc1OC
-15	8	C=CCON/C(CCC)=C1\C(=O)CC(C)(C)CC1=NC
-21	12	CCN1CCN(Cc2ccc(NC(=O)c3ccc(C)c(NC(=O)c4csc(-c5ccncc5)n4)c3)cc2C(F)(F)F)CC1
-22	14	COc1cccc(OCCCN2CCCCCC2)c1

Part of the list above in another layout.
| canonical_smiles | OX1R antag-1 | OX1R antag-2 |
| --- | --- | --- |
| CCn1c(SCC(=O)NC(C)(C)C)nnc1-c1ccccn1 | -24 | 12 |
| CC(=O)N1CCCc2cc(S(=O)(=O)N3CCCC(C(=O)NCc4ccc(C)cc4)C3)ccc21 (stereo unspecified) | -16 | 9 |

Part of the list above in order of heavy-atom count, lowest first:
OX1R antag-1	OX1R antag-2	SMILES
-27	9	Cc1ccc(SCC(=O)N2CCN(S(=O)(=O)c3cccs3)CC2)cc1
-17	32	CC(=O)c1ccc(C(=O)N2CCc3c([nH]c4ccccc34)C2c2cccc(C)n2)s1 (stereo unspecified)
-6	11	O=C(Cn1[nH]c(=O)c2ccccc2c1=O)NCCN1C(=O)S/C(=C\c2ccccc2)C1=O

(next part)
OX1R antag-1	OX1R antag-2	SMILES
-3	86*	O=C(Nc1ccccn1)c1ccc2ccccc2n1
-7	9	COCCOC(=O)c1c(C)oc2ccc(OC(=O)c3ccc4c(c3)OCO4)cc12
-18	20	CC1CCCN(C(=O)CSCC(=O)N=c2sc3ccccc3n2C)C1 (stereo unspecified)
-11	6	O=Cc1cn(-c2ccccc2)nc1-c1cc2ccccc2oc1=O
-10	16	O=C(Nc1nnc(COc2ccc(Cl)cc2)s1)c1ccc([N+](=O)[O-])cc1
-8	0	CCOC(=O)N1CCC2(CC1)C(C#N)=C(N)Oc1c2sc2nc(C)cc(C)c12
-5	3	CSc1nnc([C@@H]2CCCN2C(=O)OC(C)(C)C)o1
-14	9	CCn1c(C)nc2cc(C(=O)NN=C(C)c3ccc(C#N)cc3)ccc21
1	15	O=C(Nc1cccc(O)c1)C(Cc1ccccc1)N1C(=O)c2cccc3cccc(c23)C1=O (stereo unspecified)
-30	29	CCOC(=O)N/N=C/c1cn(Cc2ccccc2Cl)c2ccccc12
-22	14	COCCCOc1cc(NCc2ccccc2)c2ncn(C(C)C)c2c1
-4	13	O=C(NCC1CCCO1)c1cccc(F)c1 (stereo unspecified)
-42	13	CCOc1ccc(S(=O)(=O)Nc2cccc(C(=O)N(C)CC(=O)Nc3cccc(OC)c3)c2)cc1
-35	20	COc1cc(NC(=O)C/C(C)=N/NC(=O)C(=O)NC2CCCCC2)c(OC)cc1Cl
-8	9	COC(=O)[C@@H](NC(=O)Nc1ccc(C(C)=O)cc1)C(C)C
11	23	O=C1N=C(N2CCOCC2)S/C1=C/c1ccc(-c2ccccc2Cl)o1
